Assay outcomes: PubChem, several laboratories
MOR-DOR inv ag: inverse agonist of human OPRM1-OPRD1 heterodimerization; P35372+P41143; cell-based MOR-DOR heterodimer luminescence, inverse agonism; inhibition, % at 9.3 µM; hit rate 0.21% among 340,000; in the data active = inhibition above about 22%, passing the limit was not always enough;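 note: 0% = cells with DMSO and 100% = wells without cells with DMSO; values of inactives mirror those of a sister screen read the other way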
Arr AP2 block: inhibitors of human beta-arrestin and AP2 interaction. inhibition, % at 10 µM. FITC-arrestin peptide / GST-AP2 beads, flow cytometry; AP2 beta2 appendage carries R879A mutation. hit rate 0.31% among 340,000. AID 504490;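 active = inhibition above a set limit, near 3 SD of compounds lacking own fluorescence, cut at about 54% in these data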;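 note: plate controls were DMSO wells for no effect and 5 µM unlabelled arrestin peptide for full effect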
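Measured by: flow cytometry, FL1 (488/535 nm); Material: AP2 appendage R879A on GSH beads; Evaluation: percent response; Timing: pre-incubation 12 min, peptide binding 1 h, room temperature; Also added: 50 nM FITC-arrestin peptide; Medium: PBS with 0.05% Tween 20 and 0.1% BSA.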
PfHsp90 yeast 2: growth inhibition of yeast expressing Plasmodium Hsp90; S. cerevisiae expressing PfHsp90, BacTiter-Glo ATP, 48 h; yeast lacking PDR1 and PDR3 efflux regulators; inhibition, % at 9.4 µM; hit rate 0.32% among 310,000; AID 504621;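 active = every replicate shows inhibition above about 80%, whatever the replicate mean, limit read from the data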;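 note: 0% = DMSO neutral controls and 100% = 20 µM radicicol positive controls; yeast relying on Plasmodium falciparum Hsp90 in place of its own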
PKA-R1A activ: PKA-R1A complex activation; P00514+P68181; PKA-R1A dissociation, Cy5-IP20 fluorescence polarization; scaled: DMSO 0%, 113 µM cGMP 100%; activation, % at 11.4 µM; hit rate 0.083% among 340,000; AID 504707;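 active = percent activation above the mean of all tested compounds plus 3 SD, cut at about 19% in these data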;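 note: higher means more PKAc released from R1A so a rise in polarization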
Ecoli viability: counter-screen for AddAB inhibitors: E. coli growth inhibition. E. coli V3065 growth, OD600 absorbance, 18 h. inhibition, % at 11.9 µM. hit rate 0.27% among 330,000. AID 449728;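 active = inhibition above the campaign's mean inhibition across all tested compounds plus 3 SD, cut at about 9.9% in these data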;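 note: uninfected addAB+ strain grown without phage in ampicillin broth; 0% = DMSO wells and 100% = ciprofloxacin 0.95 µg/ml wells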
SUMO Mot1 rescue: SUMOylation pathway inhibition by Mot1-301 growth rescue; growth rescue, % at 18.8 µM; hit rate 1% among 320,000; S. cerevisiae Mot1-301 growth rescue, ATP luminescence, 38.5C; percent above DMSO median, 100 means doubled;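 active = every valid replicate shows activation above 250% relative to neutral control wells; inactive = the rest, any valid replicate at or below 250%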;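 note: OY570 slx delta 5 strain wells were the positive control but not used for scaling; some compounds called inactive have numbers as strong as hits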
Tat export inh: inhibitors of E. coli Tat protein transport; hit rate 0.036% among 340,000; inhibition, % at 10 µM; AID 488895; E. coli MC4100 TorA-mCherry Tat export, fluorescence;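 active = mean replicate inhibition at least 50% and at least half of replicates individually reaching 50%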;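 note: exported cargo escapes ClpAP degradation while cytoplasmic cargo is degraded and loses fluorescence; 0% = median of neutral control wells and 100% = median of NaSCN control wells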
Pemphigus Ab inh: human desmoglein-3 autoantibody binding inhibition | P32926 | AID 588358 | binding (percent of control), % at 10 µM | DSG3-coupled beads, scFv-anti-DSG3-GFP binding, flow cytometry; stronger effect = lower value | hit rate 0.48% among 310,000;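 active = binding more than 3 SD below its plate's average and above zero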;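 note: hits lower antibody fragment binding to DSG3; some compounds called inactive have numbers as strong as hits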
Target sequence (P32926 whole entry, looked up, the tested form may be a part): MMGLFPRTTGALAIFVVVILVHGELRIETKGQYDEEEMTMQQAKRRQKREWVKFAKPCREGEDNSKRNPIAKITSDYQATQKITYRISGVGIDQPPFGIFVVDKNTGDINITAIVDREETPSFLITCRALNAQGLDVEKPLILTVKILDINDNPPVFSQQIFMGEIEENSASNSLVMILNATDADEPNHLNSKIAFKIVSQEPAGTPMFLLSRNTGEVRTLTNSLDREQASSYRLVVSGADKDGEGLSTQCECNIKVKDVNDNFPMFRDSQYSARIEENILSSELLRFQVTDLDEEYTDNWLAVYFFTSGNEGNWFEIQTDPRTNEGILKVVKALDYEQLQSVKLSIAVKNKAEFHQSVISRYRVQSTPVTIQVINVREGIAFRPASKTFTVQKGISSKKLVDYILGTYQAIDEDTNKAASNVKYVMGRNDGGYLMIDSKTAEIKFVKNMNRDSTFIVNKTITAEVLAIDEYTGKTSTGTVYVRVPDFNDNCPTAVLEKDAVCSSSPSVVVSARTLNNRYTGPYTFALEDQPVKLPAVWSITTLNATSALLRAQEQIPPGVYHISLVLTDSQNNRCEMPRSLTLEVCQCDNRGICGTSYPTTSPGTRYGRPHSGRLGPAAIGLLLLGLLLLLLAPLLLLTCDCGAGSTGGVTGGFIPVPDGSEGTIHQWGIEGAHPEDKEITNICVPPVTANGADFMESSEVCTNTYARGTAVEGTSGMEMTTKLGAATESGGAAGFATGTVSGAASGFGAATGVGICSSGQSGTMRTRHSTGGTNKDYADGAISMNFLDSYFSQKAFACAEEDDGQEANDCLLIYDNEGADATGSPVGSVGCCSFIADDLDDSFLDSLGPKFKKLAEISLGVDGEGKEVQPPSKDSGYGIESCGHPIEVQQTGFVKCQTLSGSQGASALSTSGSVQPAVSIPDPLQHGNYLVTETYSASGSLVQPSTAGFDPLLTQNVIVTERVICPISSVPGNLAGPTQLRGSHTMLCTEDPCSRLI
phage Ecoli inh: E. coli growth loss with phage present | hit rate 0.26% among 360,000 | AID 651602 | growth absorbance | inhibition, % at 11.9 µM; in the data active = inhibition above about 11%
OPRM1-OPRD1 ag: OPRM1-OPRD1 heterodimerization agonism. cells, luminescence. hit rate 0.3% among 340,000. AID 504326. P35372+P41143. activation, % at 9.3 µM; in the data active = activation above about 18%;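 note: 0% = vehicle-treated cells and 100% = reference agonist; values of inactives mirror those of a sister screen read the other way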
AddAB inh: less growth of phage-infected E. coli with AddAB; hit rate 0.29% among 330,000; E. coli expressing H. pylori AddAB, absorbance growth; inhibition, % at 11.9 µM; in the data active = inhibition above about 12%;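 note: 0% = vehicle wells of infected cells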
* = called active by the depositor; i = inactive; . = no result given.

SMILES	MOR-DOR inv ag	Arr AP2 block	PfHsp90 yeast 2	PKA-R1A activ	Ecoli viability	SUMO Mot1 rescue	Tat export inh	Pemphigus Ab inh	phage Ecoli inh	OPRM1-OPRD1 ag	AddAB inh
O=C(CSc1ccccc1F)Nc1ccc2c(c1)OCO2	7	6	6	-5	1.0	-20	1	124	4.6	-1.4	0.7
C=CCN(C(=O)CCC(=O)Nc1cc(C)on1)C(C(=O)NC1CCCC1)c1ccc(OC)cc1OC (centres undefined)	-8	30	-16	10	0.4	-1	-2	101	3.6	1.0	1.6
CCN(CC)c1ccc(/C=N/NC(=O)Cc2cccs2)c(O)c1	-1	61*	-5	-2	-2.6	-14	15	103	7.4	0.1	-1.4
O=C(NS(=O)(=O)c1ccccc1)c1ccccc1O	3	7	34	-3	-0.5	-12	-3	109	4.1	-0.8	3.2
COc1cccc(NC(=O)c2cc([N+](=O)[O-])ccc2NCc2cccnc2)c1	17	-40	-7	-2	-0.1	-9	1	105	2.4	-3.2	2.6
COc1ccccc1C(=O)NNC(=O)c1ccccc1F	17	30	22	-12	-1.1	-10	0	84	4.1	-2.6	0.7
O=C(CSc1ccccc1Cl)N1CCOCC1	21	35	11	-1	-1.6	3	-3	104	2.1	-4.6	-1.6
O=C(COc1cc2oc(=O)cc(-c3ccccc3)c2cc1Cl)NCC1CCC(C(=O)O)CC1 (centres undefined)	4	15	3	1	-0.3	-21	4	106	1.7	-0.8	4.2
COc1cc(C(=O)Nc2ccc3c(c2)OCCO3)ccc1OC(C)C	16	22	4	-2	0.6	18	2	.	3.6	-3.8	3.0
NCCCCCc1nnc(SCC(=O)c2ccc(Cl)cc2)o1	7	8	4	6	-0.7	281	-4	93	0.9	-1.3	1.6
COc1cc(/C=C/C(=O)NCc2cccnc2)cc(OC)c1OC	7	-2	7	0	0.1	6	-4	101	0.6	-1.3	1.2
Cc1cc([N+](=O)[O-])nn1CC(=O)NCCCn1ccnc1	10	-4	-11	-8	-0.5	225	-4	89	1.8	-1.4	1.7
Cc1cc(NS(=O)(=O)c2ccc(NC(=O)c3cnc(Cl)c(Cl)c3)cc2)nc(C)n1	7	-1	.	0	-0.2	-1	8	101	0.3	-1.7	1.1
CCOC(=O)C1=C(COC(=O)c2ccc([N+](=O)[O-])o2)NC(=O)NC1C (centres undefined)	-17	28	-6	-8	1.9	4	-2	.	2.2	4.1	0.9
CSc1ncccc1C(=O)OCC(=O)N(CC(C)C)C1CCS(=O)(=O)C1 (centres undefined)	13	-4	-2	0	0.2	16	-3	104	1.6	-2.2	-0.1
Cn1cc(CCC(=O)NCc2ccc(Cl)cc2)c2ccccc21	7	-7	-19	-12	0.2	-15	-1	101	-0.2	-1.5	0.2
CCCCNC(=O)Nc1c(C(=O)OCC)[nH]c2ccccc12	19	1	5	-7	0.4	650	-6	.	-1.7	-4.1	4.6
CCOC(=O)N1CCC(NC(=O)c2cc(S(=O)(=O)N(CC)CC)ccc2F)CC1	-12	-10	8	-7	-0.2	-3	-11	100	.	2.1	0.8
CCc1ccc(OCc2n[nH]c(=S)n2C(C)CCCC(C)C)cc1 (centres undefined)	-91	5	-36	-10	-0.1	-14	10	98	1.6	20*	3.0
Cn1c2ccccc2c2cnn(CC(=O)O)c(=O)c21	14	33	0	-4	1.5	7	-1	105	1.7	-2.4	5.4
CCN(C(=O)C(C)Sc1ccc(S(=O)(=O)N2CCOCC2)cn1)c1ccccc1 (centres undefined)	13	-4	1	-2	-1.4	-2	5	97	6.1	-2.4	-0.2
CSc1cccc(NC(=S)N2CCC(N(C)C3CCCCC3C)CC2)c1 (centres undefined)	0	7	-12	-7	2.8	18	19	98	-1.0	0.0	2.0
O=C(Nc1ccccc1)c1cnc[nH]1	17	7	17	5	1.4	-6	1	101	3.6	-3.4	4.7
COc1ccc(NC(C)=O)cc1NS(=O)(=O)c1ccc2c(c1)OCCO2	4	-2	-36	6	-2.1	-7	3	102	1.8	-0.7	0.6
Cc1n[nH]c(=O)c2ccccc12	15	-4	19	-2	0.9	302	-1	102	5.0	-3.0	1.7
CC(C)C(NC(=O)C1CCCCC1)C(=O)Nc1ccncc1 (centres undefined)	15	-2	14	2	1.3	6	-3	110	2.8	-3.5	3.5
Cc1ccc(/C=C2/SC(=S)N(CCC(=O)N3CCN(C)CC3)C2=O)cc1	4	-3	-4	-14	-2.8	.	11	117	-0.6	-0.8	-1.9
CC(NC(=O)CSc1nc2ccccc2c(=O)n1CCCO)c1ccccc1 (centres undefined)	14	3	-22	-5	-2.2	-1	-2	.	0.2	-3.0	-1.7
O=C(N/N=C/c1ccc([N+](=O)[O-])o1)c1ccccc1NS(=O)(=O)c1cccs1	-20	3	-44	-13	5.1	-31	17	95	1.2	3.9	-0.5
CC(=O)c1cccc(NC(=O)N2CCC(NC(=O)c3ccco3)CC2)c1	8	8	37	-6	3.5	-9	2	97	0.2	-1.4	1.6
CN(Cc1ccc(F)cc1)C(=O)c1ccc(NS(=O)(=O)c2ccccc2)cc1	0	3	.	-6	3.2	-7	-3	104	2.1	0.0	0.2
CCC(=O)OC1(C)C(=O)C=C2C=C(c3ccc(C#N)cc3)OC=C2C1=O (centres undefined)	-24	14	-34	-5	-0.1	15	-7	94	1.7	4.1	2.4
CCOc1ccccc1NC(=O)CSc1nnc(-c2cccnc2)o1	1	18	-17	-5	2.1	-11	-5	95	4.3	-0.2	-0.7
c1ccc(-c2noc(-c3ccc4c(c3)OCO4)n2)nc1	14	-1	69	5	3.9	57	4	118	2.1	-2.3	3.7
COc1ccc(CCNC(=O)Cc2cccs2)cc1	-12	24	6	3	2.1	62	-1	103	4.3	2.3	3.7
COc1ccc(CC(=O)N(Cc2cc3cc(OC)ccc3[nH]c2=O)C(C)C)cc1	7	11	10	-6	0.4	-5	13	104	0.2	-1.1	1.9
NNc1nnc(-c2ccccc2)c(-c2ccccc2)n1	-3	0	-17	2	0.1	55	-12	97	3.7	0.5	4.3
Brc1cc(Br)c2nc3c(cc2c1)CCC3	8	5	-13	7	0.4	17	2	106	1.1	-1.6	-1.4
CCOC(=O)NN=C1CN(S(=O)(=O)c2ccc(C)cc2)C1	13	17	-17	-1	0.8	-8	-4	.	4.6	-2.0	3.9
Cc1ccc(-n2cc(CN(C)Cc3ncc[nH]3)c(-c3cccc(C)c3)n2)cc1	-36	-2	5	-5	-2.2	16	11	106	4.0	6.4	0.2
COc1ccc(NC(=O)CSc2ccc(C)cc2)cc1	6	2	26	-6	1.1	125	-2	.	4.8	-1.3	1.1
N=c1n(Cc2ccc(Cl)cc2)c2ccccc2n1CC(O)COc1ccccc1 (centres undefined)	i	9	1	-3	1.3	6	0	110	4.7	94*	3.2
CCCCOc1ccc(C(=O)Nc2ccc(OCC(=O)N3CCOCC3)cc2)cc1	3	1	4	-6	-0.4	-16	-5	106	2.3	-0.6	5.0
CCCCC(=O)Nc1cc(C(=O)NCCc2ccccc2)ccc1Cl	-3	9	-4	-8	-3.4	22	-6	98	1.1	0.5	1.5
N#CC1=C(N)Oc2cc(O)ccc2C1c1cccnc1 (centres undefined)	7	-27	-10	-3	-0.5	85	-3	99	1.4	-1.6	2.0

Quoted at random: 4 entries already listed, in no set order.
SMILES	MOR-DOR inv ag	Arr AP2 block	PfHsp90 yeast 2	PKA-R1A activ	Ecoli viability	SUMO Mot1 rescue	Tat export inh	Pemphigus Ab inh	phage Ecoli inh	OPRM1-OPRD1 ag	AddAB inh
CCOc1ccccc1NC(=O)CSc1nnc(-c2cccnc2)o1	1	18	-17	-5	2.1	-11	-5	95	4.3	-0.2	-0.7
COc1ccc(NC(=O)CSc2ccc(C)cc2)cc1	6	2	26	-6	1.1	125	-2	.	4.8	-1.3	1.1
COc1ccc(CC(=O)N(Cc2cc3cc(OC)ccc3[nH]c2=O)C(C)C)cc1	7	11	10	-6	0.4	-5	13	104	0.2	-1.1	1.9
CCC(=O)OC1(C)C(=O)C=C2C=C(c3ccc(C#N)cc3)OC=C2C1=O (centres undefined)	-24	14	-34	-5	-0.1	15	-7	94	1.7	4.1	2.4

Additional compounds:
SMILES	MOR-DOR inv ag	Arr AP2 block	PfHsp90 yeast 2	PKA-R1A activ	Ecoli viability	SUMO Mot1 rescue	Tat export inh	Pemphigus Ab inh	phage Ecoli inh	OPRM1-OPRD1 ag	AddAB inh
CCc1ccccc1NC(=O)c1cc(C2CC2)on1	3	9	10	11	-0.1	16	-3	101	2.4	-0.4	1.8
CC(=O)c1c(N2CCN(CCO)CC2)nc(=S)n(-c2ccccc2)c1C	-19	.	18	-9	-2.5	15	-2	128	3.1	2.7	2.4
Cc1nc(CS(=O)(=O)c2ccc(Cl)cc2)cc(Sc2ccc(Cl)cc2)n1	-9	-8	-27	-7	-1.4	14	7	102	1.4	1.7	2.0
Cc1cc(C(=O)NCc2ccccc2Cl)c2ccccc2n1	-6	6	-27	8	-2.2	3	-7	112	0.1	0.9	0.1
CC(=O)c1ccc(OCC(=O)N(C)CC(=O)Nc2ccc(N3CCOCC3)cc2)cc1	8	34	-19	-4	-1.1	-2	0	103	1.5	-2.0	0.8
CCC(=O)Nc1nnc(SCCN2CCOCC2)s1	-4	1	-22	0	3.0	-6	-11	94	3.8	0.5	2.3
CN(C)c1ccc(S(=O)(=O)N2CCCCC2)cc1NC(=O)CN1C(=O)NC2(CCCC2)C1=O	-8	54*	-6	11	1.6	13	1	105	3.1	1.2	4.1
CCC(=O)N1CCCc2cc(S(=O)(=O)N3CCCc4ccccc43)ccc21	15	-2	20	-1	-2.5	97	-2	103	0.8	-2.7	0.8
COc1cc(C)c(-c2[nH]ncc2-c2csc(C)n2)c(O)c1	-3	0	.	8	-0.7	3	5	85	0.8	0.5	2.2
Cc1ccccc1COc1ccc(/C=N/NC(=O)c2nnn(-c3nonc3N)c2CN2CCC(C)CC2)cc1	-15	-2	4	-5	-1.3	2	5	.	3.9	2.9	0.5
CC1CCCCC1NC(=O)C1CC=CCC1C(=O)O (centres undefined)	7	12	1	-6	3.1	-23	-5	100	3.4	-1.5	2.4
CCCCN(C)C(=O)c1nc2ccccn2c1CN1CCN(c2ccccn2)CC1	8	-5	18	7	-1.0	14	4	102	1.9	-1.7	3.9
CN1C(C(=O)NCCc2cccs2)CC2Cn3c(nc4cc(Cl)c(Cl)cc43)C21 (centres undefined)	7	-3	-18	5	-0.7	-1	-3	116	2.1	-1.3	-1.7
COc1ccc(/C=N/NC(=O)c2cccc(COCC(F)(F)C(F)F)c2)cc1	-3	8	-22	3	1.4	116	9	97	1.7	0.5	-1.9
CCCOc1ccccc1NC(=O)CC1Nc2ccccc2NC1=O (centres undefined)	12	12	3	4	-1.7	9	-3	102	-0.4	-2.2	-1.3
COc1ccc(CCn2cnc(=O)c(C#N)c2C)cc1OC	-9	9	1	-14	2.7	-8	-4	99	6.3	1.6	2.8
